# EWS-Fli inh = blocks EWS/Fli oncoprotein-driven transcription. A673 NR0B1-luciferase reporter, viability-normalised. inhibition, % at 12.6 µM. 0.67% of 350,000 active. AID 651661;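 active = mean inhibition of at least 50% after viability correction, with every replicate also passing that limit; inconclusive = mean reaches 50% but only one of two replicates passes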;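 note: firefly luciferase signal divided by Alamar Blue viability fluorescence both relative to DMSO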
# FN deposition inh = fibronectin deposition inhibition | 0.086% of 350,000 active | AH1F fibroblasts, Alexa488-fibronectin deposition fluorescence, overnight | inhibition, % at 12.6 µM;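 active = mean inhibition across replicates of 30% or more, regardless of how many single replicates reach that level; inconclusive = mean under 30% yet at least half of replicates reach 30%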;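 note: positive control wells lacked labelled fibronectin entirely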
#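 Test system: AH1F fibroblast monolayer depositing Alexa488-labelled fibronectin into matrix. Input: 10000 cells per well. Technique: fluorescence, ex 485 nm, em 525 nm. Buffer or medium: DMEM plus 2% serum, read in PBS. Timing: 1 h cell adhesion before compound, then overnight fibronectin incubation. Compound: single dose, pinned. Read-out basis: inhibition from reduced deposited-fibronectin fluorescence.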
# E-sel inducer = E-selectin induction on HUVECs | AID 686992 | P16581 | activation, % at 7.58 µM | HUVEC E-selectin immunofluorescence imaging; normalized: neutral wells 0, TNF-alpha wells 100 | 0.37% of 260,000 active;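 active = mean E-selectin-positive cell signal at least 10% of the positive control, reached in at least 60% of replicates, without over 20% cell loss; inconclusive = no rule given, readout overlaps actives, possibly toxicity-flagged; inactive = the rest, including those meeting only one limit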;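 note: in these data hits start at about 27%; measured in HUVEC primary endothelial cells; signal is the percent of cells scored E-selectin positive by PE staining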
#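 Test system: HUVEC | Signal: Immunofluorescence imaging | Read-out: Percent E-selectin-positive cells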
# RAD54 branch = inhibitors of human RAD54 branch migration | inhibition, % at 10.4 µM | 0.14% of 360,000 active | RAD54 Holliday junction branch migration, FAM/BHQ fluorescence | AID 602329;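 active = mean normalized replicate activity at least 40 and at least half of replicates scoring 40 or more; inconclusive = only one of the two criteria met; inactive = mean below 40 and under half of replicates reaching 40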;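 note: 0% = median of neutral control wells and 100% = median of positive control wells; inhibitors cause a drop in the FAM fluorescence signal; in these data hits start at about 50%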
# Target sequence (Q92698 whole entry, looked up): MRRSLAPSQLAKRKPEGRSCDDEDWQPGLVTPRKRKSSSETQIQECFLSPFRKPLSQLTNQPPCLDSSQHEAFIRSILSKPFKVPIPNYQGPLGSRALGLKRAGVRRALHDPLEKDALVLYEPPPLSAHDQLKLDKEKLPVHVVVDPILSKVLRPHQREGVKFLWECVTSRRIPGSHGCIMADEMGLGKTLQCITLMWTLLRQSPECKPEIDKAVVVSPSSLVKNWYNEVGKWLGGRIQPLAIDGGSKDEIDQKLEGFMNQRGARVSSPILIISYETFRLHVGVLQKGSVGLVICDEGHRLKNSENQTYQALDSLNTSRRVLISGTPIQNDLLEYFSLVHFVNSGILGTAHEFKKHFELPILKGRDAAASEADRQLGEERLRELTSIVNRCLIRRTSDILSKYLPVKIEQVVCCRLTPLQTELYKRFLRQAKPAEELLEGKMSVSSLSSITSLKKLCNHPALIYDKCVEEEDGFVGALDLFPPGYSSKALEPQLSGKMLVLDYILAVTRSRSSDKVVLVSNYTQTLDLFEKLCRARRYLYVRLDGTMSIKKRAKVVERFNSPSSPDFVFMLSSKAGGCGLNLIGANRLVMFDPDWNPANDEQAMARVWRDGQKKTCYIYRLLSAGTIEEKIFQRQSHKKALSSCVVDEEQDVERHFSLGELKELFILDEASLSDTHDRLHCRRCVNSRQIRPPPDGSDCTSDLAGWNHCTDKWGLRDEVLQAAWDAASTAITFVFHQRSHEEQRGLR
# esBAF inh = blocks esBAF chromatin remodeling in mouse ES cells; Bmi1-luciferase knock-in reporter, 24 h; 100% = twice the neutral-well signal; reporter increase, % at 12.5 µM; 2% of 350,000 active; AID 602393; in the data active = activation above about 40%; inconclusive = no clear call, values can overlap the other calls;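 note: 0% = median of the plate's neutral control wells and 100% = double that signal; a rise in the Bmi1 reporter signal indicates esBAF inhibition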
# S100A4 MyoIIA = S100A4-myosin IIA interaction inhibition; P26447; S100A4/TAMRA-MyoIIA peptide fluorescence polarization; inhibition, % at 10.7 µM; 0.14% of 360,000 active;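 active = mean inhibition of at least 70% across replicates, with every replicate also reaching that level; inconclusive = mean inhibition reaches 70% but some replicates fall short; inactive = mean inhibition below 70%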
# Target sequence (P26447 whole entry, looked up): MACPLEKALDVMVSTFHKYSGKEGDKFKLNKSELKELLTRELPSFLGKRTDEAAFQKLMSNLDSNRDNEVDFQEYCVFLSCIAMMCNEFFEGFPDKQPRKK
#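 incubation = readout 5 min after mixing, signal stable up to 60 min | system = S100A4 monomer protein | buffer or medium = HEPES pH 7.2 with CaCl2, KCl, NaCl, DTT, Triton | benchmarks = neutral control DMSO, positive control TFP | also added = fluorescent myosin IIA peptide, 5 nM | compound dosing = one concentration per compound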
# RAD52 inh = blocks human RAD52 DNA annealing; 0.46% of 360,000 active; inhibition, % at 18.7 µM; recombinant RAD52 DNA annealing, FRET fluorescence;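 active = every replicate showing at least 50% inhibition; inconclusive = mean inhibition at least 50% but not in every replicate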
# Xi reactivation = X-chromosome reactivation activator | 0.055% of 360,000 active | activation, % at 7.58 µM | AID 743238 | XiGFP mouse fibroblasts, % GFP-positive cells imaging, 3 d; cells co-treated with 5-aza-dC sensitizer; scaled so ellipticine positive control = 100%;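 active = mean normalized replicate activation at least 10% and every replicate at or above 10%; inconclusive = only one of the two criteria met; inactive = mean below 10% and not all replicates reach 10%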;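 note: 0% = median of on-plate neutral control wells and 100% = ellipticine 6 µM median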
#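 System: XiGFP fibroblasts, SV40-immortalized. Medium: DMEM plus 5-aza-dC sensitizer. Doses: single point. Timing: 3 d treatment, 15 min room-temperature fixation. Control set: ellipticine 6 µM.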
# Active calls of the source: *; ? = inconclusive; . = no result given; & = joins results of further samples.
smiles,FN deposition inh,RAD52 inh,esBAF inh,S100A4 MyoIIA,EWS-Fli inh,E-sel inducer,RAD54 branch,Xi reactivation
CC(C)(C)NC(=O)C(c1ccc(-c2ccccc2)cc1)n1c(=O)c(-c2cc3ccccc3[nH]2)nc2ccccc21 (stereo not given),-5,-28,.,-1,-50,0.4,.,0.1
COc1ccc2c(Cl)c(C(=O)N/N=C3\CCCC(=O)C3)sc2c1,-11,-53,21,-4,-19,2.5,-14,0.2
O=C(NCC(=O)N1CCN(C(=O)c2ccco2)CC1)c1ccc(Cl)cc1,-1,-11,0,-2,-6,1.0,1,0.1
CCN(CC)c1ccc(/C=N/NC(=O)Cc2nnc(NC(=O)Nc3ccccc3)s2)cc1,-3,-40,.,-22,7,.,.,0.0
Cc1ccc(CN(C)C[C@@H]2OCc3cnnn3CCCC(=O)N([C@@H](C)CO)C[C@@H]2C)cc1,-9,9,-2,0,-2,0.0,0,0.1
CCCNC(=O)N(C)C[C@@H]1Oc2ncc(Br)cc2C(=O)N([C@H](C)CO)C[C@H]1C,2,3,-1,-2,-5,0.2,4,-0.8
S=C1NC2(CCCCC2)Nc2ccccc21,-12,-12,.,-4,17,5.5,.,-0.5
C[C@@H]1CN([C@H](C)CO)C(=O)c2cc(NC(=O)CCCCCC(=O)Nc3ccccc3N)ccc2O[C@@H]1CN(C)S(=O)(=O)c1cn(C)cn1,.,-3,.,15,1,-4.2,.,0.4
Cc1ccc(C)c(N2CCN(C(=O)c3ccc(Cn4c(=S)[nH]c5ccc(N6CCOCC6)cc5c4=O)cc3)CC2)c1,-4,-25,.,-6,-50,2.1,.,0.3
CCC(=O)Nc1ccc2c(c1)OC[C@@H](C)N(Cc1nccs1)C[C@@H](C)[C@@H](OC)CN(C)C2=O,0,4,1,-2,11,-0.2,-2,0.0
Cc1ccc(C(=O)NCC(=O)N/N=C/c2sccc2C)cc1[N+](=O)[O-],.,-3,.,1,-2,.,.,0.1
COc1cc(OC)cc(-c2c(-c3ccc(C(C)=O)cc3)c3cc(-c4cccc5[nH]ccc45)ccc3n2C)c1,-9,-17,3,-9,-5,0.7,2,0.0
COCC(=O)N(C)C[C@H]1Oc2ncc(C#C[C@H](C)O)cc2C(=O)N([C@@H](C)CO)C[C@@H]1C,1,-9,-5,0,-5,-0.7,-5,0.4
COC(=O)c1ccc(Oc2coc3cc(OCc4ccc([N+](=O)[O-])cc4)ccc3c2=O)cc1,3,-4,.,0,-8,0.1,.,0.4
CC(C)c1ccc(C(C)NCCS(=O)(=O)c2ccc(Br)cc2)cc1 (stereo not given),-6,2,-5,-4,.,.,-9,0.2
C[C@H](CO)N1C[C@H](C)[C@@H](CN(C)Cc2ccc3c(c2)OCO3)Oc2ccc(NC(=O)Nc3ccc(C(F)(F)F)cc3)cc2CC1=O,.,43,-1,16,9,-0.1,-4,0.0
CN1CCN(C(=O)c2ccc(-c3ccc(Br)cc3)o2)CC1,11,-13,?,-6,-87,.,10,0.1
COc1ccc(CNCc2cc3c(cc2[N+](=O)[O-])OCO3)cc1,12,10,-4,-3,1,-0.1,-3,-0.1
CC(OC(=O)c1ccccc1NCCO)C(=O)NCC(=O)Nc1ccc(F)c(F)c1F (stereo not given),-2,-3,8,-39,-4,0.3,3,0.0
C[C@@H]1CN([C@@H](C)CO)C(=O)c2cc(NC(=O)c3ccncc3)ccc2O[C@@H](C)CCCCO[C@H]1CN(C)C(=O)CCC(F)(F)F,.,.,-2,.,-10,-0.1,8,-0.3
Cc1ccc(OCC(=O)NCc2cccs2)c([N+](=O)[O-])n1,6,-14,.,2,-5,.,.,0.1
CC1CC(C)CN(CCCNC(=O)c2ccc3c(c2)ncn3C2CCCC2)C1 (stereo not given),9,5,4,3,-11,.,-6,0.0
CN(C)S(=O)(=O)c1ccc(C(=O)NC(=O)CSc2nncs2)cc1,-8,-11,0,7,-1,.,8,0.1
COc1cccc(-c2cc(N3C(=O)Nc4ccccc4N3O)n[nH]2)c1,-2,-17,.,4,7,.,-1,0.0
COc1ccc(OCCC(=O)OCC(=O)Nc2cccc(S(=O)(=O)N3CCCCC3)c2)cc1,-2,-14,-7,-4,3,0.8,-1,0.1
COc1ccc(-c2nnc(OC)c3ccccc23)cc1,-6,1,-2,-2,3,.,-6,0.1
COc1ccccc1N1C(=NC(=O)C(C)Oc2ccccc2)SC2CS(=O)(=O)CC21 (stereo not given),0,-12,3,-4,-8,-0.1,-5,0.2
COc1ccc(S(=O)(=O)N2CCOCC2)cc1NC(=O)CSc1nnnn1C1CC1,12,-13,-19,3,10,.,-10,0.2
Cn1nc(C(F)(F)F)c(-c2cccc(C(F)(F)F)c2)c1NC(=O)Nc1ccc(F)cc1,7,0,.,4,6,2.8,-7,0.0
O=[N+]([O-])c1ccc(Cl)c(S(=O)(=O)Nc2cccc(S(=O)(=O)NC3=NCCC3)c2)c1,4,-11,-2,-9,1,.,-3,-0.2

# Record cards, as listed above. Order of screens: FN deposition inh	RAD52 inh	esBAF inh	S100A4 MyoIIA	EWS-Fli inh	E-sel inducer	RAD54 branch	Xi reactivation
# COc1cc(OC)cc(-c2c(-c3ccc(C(C)=O)cc3)c3cc(-c4cccc5[nH]ccc45)ccc3n2C)c1 in the list: -9	-17	3	-9	-5	0.7	2	0.0
# Cc1ccc(OCC(=O)NCc2cccs2)c([N+](=O)[O-])n1 in the list: 6	-14	.	2	-5	.	.	0.1

# Next part.
smiles,FN deposition inh,RAD52 inh,esBAF inh,S100A4 MyoIIA,EWS-Fli inh,E-sel inducer,RAD54 branch,Xi reactivation
C[C@H]1CN([C@@H](C)CO)C(=O)c2cc(NC(=O)Nc3ccc4c(c3)OCO4)ccc2O[C@@H]1CN(C)S(=O)(=O)c1ccc(F)cc1,.,10,9,-1,-32,50*,-9,-0.1
Cc1noc(C)c1S(=O)(=O)Nc1ccc2c(c1)C(=O)N([C@@H](C)CO)C[C@H](C)[C@@H](CN(C)Cc1ccncc1)OCCCC[C@@H](C)O2,.,4,-3,12,5,2.7,3,0.0
COc1ccc(/C=C/C(=O)NC(=S)Nc2ccc(S(=O)(=O)N=C(N)N)cc2)cc1OC,.,-15,-2,5,-1,.,3,0.4
CCOC(=O)N1CCN(Cc2nc3cc(NC(=O)C(C)C)ccc3n2CC)CC1,3,-11,3,-1,3,-0.1,-2,0.0
Cn1c(NC(=O)C[n+]2cc(-c3ccc(Cl)cc3)n3c2CCC3)cc(=O)n(C)c1=O,3,-15,.,0,2,-0.2,.,0.2
COCCn1c(C)cc(C(=O)COC(=O)CNC(=O)c2ccco2)c1C,5,-9,-7,-11,-9,-1.4,-3,-0.1
CCNC(=O)C[C@H]1CC[C@@H]2[C@@H](COc3ccc(NC(=O)Nc4ccc(Cl)cc4)cc3C(=O)N2C)O1,6,-6,-5,5,-10,0.1,-2,0.1
S=C(Nc1ccc2nccnc2c1)N1CCOCC1,-2,-1,24,-5,-28,-5.2,9,0.0
COc1cccc(-c2ccc([C@@H]3[C@H](CO)N4C(=O)CN(C(=O)CN5CCOCC5)C[C@@H]34)cc2)c1,.,-4,.,0,5,0.2,.,-0.1
C[C@H](CO)N1C[C@H](C)[C@@H](CN(C)C(=O)Nc2ccc(F)cc2)Oc2ccc(NC(=O)C3CCCCC3)cc2CC1=O,4,4,-1,2,2,-2.8,1,-0.9
Oc1ccc(Cl)c(CN2CCN(c3ncc(Cc4ccccc4)cn3)CC2)c1,3,-47,.,-1,-6,0.1,.,-0.3
COc1ccccc1C(=O)COC(=O)COc1ccc(C#N)cc1,-5,-20,1,-7,4,-0.1,-3,0.2
O=C(Nc1ccccc1)N1CCCCN2[C@H](CO)[C@H](c3ccc(C#Cc4ccccc4)cc3)[C@H]2C1,2,13,.,-5,63*,-0.2,1,0.0
Cc1cc(NC(=O)CCC(=O)N(c2ccccc2C)C(C(=O)NC2CCCC2)c2ccccc2)no1 (stereo not given),-14,-10,-4,-6,5,.,-6,0.0
Cc1c(Cl)cccc1NC(=S)NC(=O)c1cncc(Br)c1,-7,-15,.,-1,-12,7.0,.,0.3
O=C(Nc1cccc(-c2ccc(N3CCCCC3)nn2)c1)C(F)(F)F,8,-22,-73,1,.,.,14,0.1
O=C1NC(=S)N/C1=C/c1cccc([N+](=O)[O-])c1,-3,-3,.,1,-4,.,.,0.0
C[C@H]1CN([C@@H](C)CO)S(=O)(=O)c2ccc(-c3ccccc3)cc2O[C@@H]1CN(C)C(=O)Nc1ccccc1F,7,-47,.,-7,33,-0.3,-1,0.0
COc1cc(NC(=O)CCCNC(=O)c2ccc(Cl)cc2)cc(OC)c1OC,-6,3,-2,6,3,.,-1,0.0
CC12CCC(O)CC1=CCC1C2CCC2(C)c3[nH]ncc3CC12 (stereo not given),-2,-8,17,-10,-15,-0.4,0,0.3
CSc1ccc(NC(=O)Nc2ccccc2C(N)=O)cc1,4,-7,?,2,-98,-0.2,0,0.3
CCCCCC(=O)Nc1cccc(C2=NOC3(C2)C[C@@H](C(N)=O)N(C(=O)C2(C)CC2)C3)c1 (stereo not given in full),-9,-1,1,-11,-1,-0.2,7,0.1
COc1ccc(C(=O)Nc2cc(Cl)ccc2N2CCOCC2)cc1S(=O)(=O)N1CCOCC1,1,3,2,-8,2,0.1,-6,0.4
CCCNC(=O)N1C[C@H](O)COC[C@@H]2O[C@@H](CC(=O)N[C@H]3CCN(Cc4ccccc4)C3)CC[C@H]21,2,-21,3,-3,0,0.0,5,0.1
COc1cc(SC)ccc1C(=O)N1CCN(Cc2ccc3c(c2)OCO3)CC1,5,-7,4,6,15,.,5,0.2
Cc1ccc(-c2nnc(-c3ccccc3)c(-c3ccccc3)n2)cc1,3,-10,.,1,1,.,0,0.1
C=C(C)c1cccc(C(C)(C)NC(=O)Nc2ccc3[nH]c(=O)[nH]c3c2)c1,.,-11,5,1,.,.,-7,.
CCCNC(=O)Nc1ccc2c(c1)OC[C@H](C)N(C(=O)C1CCCCC1)C[C@@H](C)[C@H](OC)CN(C)C2=O,1&0,1&-10,2,-23&27,2&-1,0.1&7.5,2,-0.1&0.3
CC(C)Cn1c(SCC(=O)Nc2ccc(Cl)cc2F)nc(O)cc1=O,-1,-46,.,-3,9,0.7,-7,0.2
COc1ccc(N(CCC(=O)O)S(=O)(=O)c2ccc(C)c(C)c2)cc1,-4,-12,-9,-1,-2,.,.,0.0
COC(=O)[C@@]12CCCN1[C@H](c1ccc(-c3cccc(Cl)c3)cc1)[C@H]1C(=O)N(C)C(=O)[C@H]12,1,-50,-2,-2,7,0.3,-6,0.5

# High-throughput results from PubChem.
